Screening data (PubChem BioAssay)
TRPC6 activator: activators of mouse TRPC6 channel; actives 0.13% (n = 310,000); AID 2550; B-score at 10 µM; Q61143; HEK293-TRPC6 membrane potential dye fluorescence; active compounds read high;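 active means B-score of the integrated fluorescence ratio above library mean plus 3 SD, and starting fluorescence ratio within library mean plus 5 SD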;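 further: higher score means more depolarization so channel activation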
TMEM16A inh: blocks the mouse calcium-activated chloride channel TMEM16A | normalized B-score (activity score, 25-100; higher = stronger inhibition) at 10 µM | HEK293 TMEM16A/YFP iodide influx fluorescence, ionomycin | AID 588511 | Q8BHY3 | actives 1.2% (n = 310,000);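 active means ratio plate-corrected score three or more library SD toward inhibition, starting fluorescence score within five deviations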;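 further: score derived from kinetic fluorescence span divided by baseline fluorescence per well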
Target sequence (Q8BHY3 whole entry, looked up): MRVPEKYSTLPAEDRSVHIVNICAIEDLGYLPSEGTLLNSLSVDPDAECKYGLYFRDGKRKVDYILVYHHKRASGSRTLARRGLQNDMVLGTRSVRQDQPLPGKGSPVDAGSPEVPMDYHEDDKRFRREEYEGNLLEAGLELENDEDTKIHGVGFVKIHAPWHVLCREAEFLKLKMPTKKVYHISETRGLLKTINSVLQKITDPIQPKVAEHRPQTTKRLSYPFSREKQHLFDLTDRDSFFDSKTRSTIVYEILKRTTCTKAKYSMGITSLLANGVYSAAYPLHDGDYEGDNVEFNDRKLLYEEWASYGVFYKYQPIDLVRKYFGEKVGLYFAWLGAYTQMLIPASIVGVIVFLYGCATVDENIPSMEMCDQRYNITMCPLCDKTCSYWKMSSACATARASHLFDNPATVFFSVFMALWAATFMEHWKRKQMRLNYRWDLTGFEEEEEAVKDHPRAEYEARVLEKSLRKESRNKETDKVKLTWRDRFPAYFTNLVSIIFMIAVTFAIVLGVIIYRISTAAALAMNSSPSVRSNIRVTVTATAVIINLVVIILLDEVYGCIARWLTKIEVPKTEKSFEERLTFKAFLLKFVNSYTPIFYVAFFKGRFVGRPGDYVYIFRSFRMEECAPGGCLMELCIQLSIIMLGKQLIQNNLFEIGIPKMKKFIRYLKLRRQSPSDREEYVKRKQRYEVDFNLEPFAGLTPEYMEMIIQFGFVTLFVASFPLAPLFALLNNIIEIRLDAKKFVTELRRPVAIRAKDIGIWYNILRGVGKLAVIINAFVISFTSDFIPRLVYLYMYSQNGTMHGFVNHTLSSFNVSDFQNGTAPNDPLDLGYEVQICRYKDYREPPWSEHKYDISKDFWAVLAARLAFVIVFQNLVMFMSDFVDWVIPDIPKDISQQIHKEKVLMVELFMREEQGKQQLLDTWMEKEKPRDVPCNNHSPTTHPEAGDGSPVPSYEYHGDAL
MrgX1 PAM: human MrgX1 positive allosteric modulation, primary screen | MrgX1-HEK293, Fluo-4 calcium flux, FDSS; active compounds read high | B-score at 10 µM | Q96LB2 | actives 0.63% (n = 310,000);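 active means plate-corrected calcium response at least 3 library SD above typical, normal starting fluorescence, not activating the receptor alone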;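 further: compound read alongside a low EC10 to EC30 dose of BAM8-22 agonist; peak minus trough fluorescence over baseline measured at the second addition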
MrgX1 agonist: activates human MrgX1 receptor signaling; B-score at 10 µM; actives 0.44% (n = 310,000); MrgX1-HEK293 cells, Fluo-4 calcium fluorescence, agonist mode; active compounds read high;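 active means calcium response B-score plate-corrected fluorescence ratio at least 3 library SD, with starting fluorescence B-score inside 5 SD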
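Test system: Stable human MrgX1 HEK293 cell line | Schedule: Overnight plating before 1 h dye loading | Read-out basis: Baseline-normalised fluorescence change ratio, B-scored | Detection: Kinetic calcium dye fluorescence, Fluo-4 NW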
TRPC4 inh: TRPC4 (mouse) channel inhibition; HEK293 TRPC4beta/mu-opioid, DAMGO-evoked Fluo4 calcium flux; active compounds read low; B-score at 10 µM; actives 0.39% (n = 300,000); AID 2247;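 active means B-score over 3 SD under the library average, no early fluorescence shift, positive overall ratio signal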
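Assay system: HEK293 cells with stable TRPC4beta plus mu-opioid receptor expression; Probe or stimulus: DAMGO in two steps, submaximal then maximal; Dosing: single-point compound dosing; Measured by: Fluo4 calcium-dye fluorescence, kinetic read; Read-out basis: B score from integrated Fluo4 fluorescence ratio.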
TRPC6 inh: mouse TRPC6 channel inhibition; B-score at 10 µM; HEK293-TRPC6, membrane potential dye, ACh-evoked depolarization; active compounds read low; Q61143; actives 1.1% (n = 310,000);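 active means B-score under library mean minus 3 SD, initial fluorescence not abnormally high, positive integrated signal ratio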;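 further: B-score derived from integrated fluorescence ratio over the kinetic read; more negative B-score means stronger inhibition of depolarization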
TMEM16A act: mouse TMEM16A channel activation, primary screen | Q8BHY3 | HEK293 TMEM16A/YFP-H148Q/I152L, iodide quench fluorescence; active compounds read low | B-score at 10 µM | actives 0.3% (n = 340,000) | AID 623877;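 active means fluorescence-ratio B-score plate-corrected deviation score at least 3 library SD below zero, with starting fluorescence score within 5 deviations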;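 further: channel opened by trigger with iodide after compound preincubation; score built on the fluorescence ratio of max minus min over baseline; more negative score means more quench and so TMEM16A activation or potentiation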
MrgX1 antag: blocks BAM8-22 activation of human MrgX1 receptor; Q96LB2; MRGX1-HEK293 calcium flux, Fluo-4, BAM8-22 antagonism; active compounds read low; B-score at 10 µM; actives 1.3% (n = 310,000); AID 588676;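 active means calcium-response B-score plate-corrected more than 3 library SD below zero, starting fluorescence within 5 deviations, no agonist response on first addition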;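 further: peak minus trough fluorescence over baseline after final BAM8-22 challenge near maximal dose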
RGS4 inh: human RGS4 inhibition | P49798 | HEK293 M3R/RGS4 inducible, Fluo-4 calcium flux; active compounds read high; triggered by carbachol at its EC20 | B-score at 10 µM | actives 0.45% (n = 310,000);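 active means B-score, a plate-corrected calcium signal, over three deviations above library mean, with baseline fluorescence within five deviations of library mean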;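 further: RGS4 expression induced by doxycycline in cells with stable M3 receptor; B-score is computed from the integrated fluorescence ratio over baseline after carbachol; higher B-score means a larger calcium signal and so more RGS4 inhibition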
TRPC4 agonist: TRPC4 (mouse) channel activation | Q9QUQ5 | HEK293 TRPC4beta/mu-opioid, Fluo4 calcium fluorescence; active compounds read high | B-score at 10 µM | actives 0.49% (n = 310,000);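 active means B-score above 5 SD of library B-scores, and initial fluorescence ratio not above library mean plus 5 SD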;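 further: positive B-score marks a calcium rise read as TRPC4 activation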
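Assay system: HEK293 stable line with TRPC4beta plus mu-opioid receptor. Times: dye 45 min RT, read 110 s. Measured by: kinetic Fluo4 calcium fluorescence. Measure: B score of integrated ratio. Controls: assay buffer as low control, maximal DAMGO as high control.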
TRPC4 potent: allosteric potentiators of mouse TRPC4 channel; HEK293 TRPC4beta/mu-opioid, DAMGO EC20, Fluo-4 Ca2+ flux; active compounds read high; B-score at 10 µM; actives 0.42% (n = 310,000);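 active means B-score of calcium response area above 5 SD of library B-scores, with initial fluorescence ratio within 5 SD of library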;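 further: B-score of integrated fluorescence ratio over time as area under calcium response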
Numbers without * were called inactive; i = inactive; · = not tested or not shown.

SMILES	TRPC6 activator	TMEM16A inh	MrgX1 PAM	MrgX1 agonist	TRPC4 inh	TRPC6 inh	TMEM16A act	MrgX1 antag	RGS4 inh	TRPC4 agonist	TRPC4 potent
C=CCNC(=O)c1ccc(Sc2ccc(C)cc2)c([N+](=O)[O-])c1	i	i	i	i	i	i	i	i	i	i	i
COc1ccc(CNc2ccccn2)c(O)c1	i	·	·	·	i	i	i	·	i	i	i
C=CCNC(=O)N[C@@H](CCSC)C(=O)OC	i	i	i	i	i	i	i	i	i	i	i
O=C(O)c1nc(NCc2ccccc2)ncc1Cl	i	i	i	i	i	i	i	i	i	i	i
Cn1c(Cc2ccccc2)nnc1SCc1cc(=O)n2ccsc2n1	i	i	i	i	i	i	i	i	i	i	i
O=C1CCC(=O)N1c1ccc(-c2nc3ccccc3s2)cc1	i	i	i	i	i	i	i	i	i	i	i
CCNc1ccc(C(=O)OCC(=O)c2cc(C)n(Cc3ccc4c(c3)OCO4)c2C)cc1[N+](=O)[O-]	i	i	i	i	i	i	i	i	i	i	i
Cc1cccc(CSc2cccc3cccnc23)c1	i	i	i	i	i	i	i	i	i	i	i
CN(C)[C@@H]1CCC[C@@H]1OC(=O)C(c1ccccc1)c1ccccc1	i	i	i	i	i	i	i	i	i	i	i
COc1ccc(-c2cnnc(N/N=C/c3ccc(OC)c(OC)c3)n2)cc1	i	i	i	i	i	i	i	i	i	i	i
CCOc1cc(NC(=O)c2ccccc2[N+](=O)[O-])c(OCC)cc1NC(=O)CC(C)C	i	i	i	i	i	i	i	i	i	i	i
CCOC(=O)c1cc(C#N)c(=S)[nH]c1C	i	i	i	i	i	i	i	i	i	i	i
CCn1c(=O)cc(SCC(=O)N2CCN(c3ccccc3OC)CC2)c2ccccc21	i	i	i	i	i	i	i	i	i	i	i
COc1ccc(NS(=O)(=O)c2cc3c(cc2C)N(C)CCO3)cc1	i	i	i	i	i	i	i	i	i	i	i
Oc1ccc2ccccc2c1/C=N/Nc1nnc(-c2ncc[nH]2)c2ccccc12	i	i	i	i	i	i	i	i	i	i	i
CC(C)n1c2ccccc2c2nnc(SCC(=O)Nc3ccccc3C(=O)O)nc21	i	i	i	i	i	i	i	i	i	i	i
O=C(NCc1ccccc1Cl)C1CCN(S(=O)(=O)c2ccc(F)cc2)CC1	i	i	i	i	i	i	i	i	i	i	i
COc1ccc(-n2cnnc2SCCC#N)cc1	i	i	i	i	i	i	i	i	i	i	i
COc1ccc(OC(C)c2nnc(N)s2)cc1 (stereo not given)	i	i	i	i	i	i	i	i	i	i	i
CCC(C(=O)NCc1ccco1)N(Cc1cccs1)C(=O)CNS(=O)(=O)c1ccccc1 (stereo not given)	i	i	i	i	i	i	i	i	i	i	i
CC(C)Nc1nc(Cl)nc(NCCOc2ccccc2)n1	i	i	i	i	i	i	i	i	i	i	i
COc1cc(N)c(C(=O)c2nccc3cc(OC)c(OC)cc23)cc1OC	i	i	i	i	i	i	i	i	i	i	i
N#Cc1ccc(/C=C/C(=O)c2ccccc2)cc1	i	i	i	i	i	i	i	i	i	i	i
COc1cccc(CNC(=O)Nc2cccs2)c1	i	i	i	i	i	i	i	i	i	i	i
COc1ccc(NC(=O)COC(=O)CCCOc2ccc(Cl)cc2Cl)cc1	i	i	i	i	i	i	i	i	i	i	i
Cc1nn(-c2ccccc2)c2c1C(c1cccnc1)N1C=C(S(=O)(=O)N3CCCCC3)C=CC1=N2 (stereo not given)	i	i	i	i	i	i	i	i	i	i	i
CCOC(=O)C(NC(=O)NCc1ccccc1)(OCC)C(F)(F)F (stereo not given)	i	i	i	i	i	i	i	i	i	i	i
NC(=O)C1CCN(c2ccc(S(=O)(=O)N3CCCCC3)cn2)CC1	i	i	i	i	i	i	i	i	i	i	i
Cc1cc(F)ccc1NC(=O)CCCN(C)S(=O)(=O)c1ccc(F)cc1	i	i	i	i	i	i	i	i	i	i	i
Cc1sc2nc(CSC(C)C(=O)Nc3cc(S(C)(=O)=O)ccc3Cl)[nH]c(=O)c2c1C (stereo not given)	i	i	i	i	i	i	i	i	i	i	i
COc1ccc(CC(=O)NC(=S)Nc2ccc(S(=O)(=O)NC(C)(C)C)cc2)cc1	i	i	i	i	i	i	i	i	i	i	i
COc1ccc(NC(=O)c2cccc(C#N)c2)cc1NS(=O)(=O)c1ccc(F)cc1	i	i	i	i	i	i	i	i	i	i	i
CC(C)(C)C1CCC(=O)N(CCSc2ccccc2)CC1 (stereo not given)	i	i	i	i	i	-5.21*	i	i	i	i	i
Cc1ccsc1C1C2=C(CC(C)(C)CC2=O)Nc2ncnn21 (stereo not given)	i	i	i	i	i	i	i	i	i	i	i
CCOc1cc(N2CCOCC2)c(OCC)cc1NC(=O)c1ccc(C)s1	i	i	i	i	i	i	i	i	i	i	i
Cc1cc2c(C)nc(N/N=C/c3ccc(F)cc3)nc2o1	i	i	i	i	i	i	i	i	i	i	i
COc1cc(OC)c(N(C)S(=O)(=O)c2cccc(C(=O)OCC(=O)NCc3ccco3)c2)cc1Cl	i	i	i	i	i	i	i	i	i	i	i
Cc1ccc(-c2nnc(NC(=O)CCS(=O)(=O)c3ccccc3)o2)c(C)c1	i	·	·	·	i	i	i	·	i	i	i
O=C(Cc1ccc(Cl)cc1)N1CCC2(CC1)NCCc1[nH]cnc12	i	i	i	i	i	i	i	i	i	i	i
CC(C)C(=O)Nc1ccc2c(c1)nc(CCN1CCCCC1)n2C	i	i	i	i	i	i	i	i	i	i	i
Cc1cc(=O)oc(C)c1C(=O)NCCN(C)Cc1ccccc1	i	i	i	i	i	i	i	i	i	i	i
Cc1cc(C)cc(OCC(=O)OCC(=O)Nc2ccc(Cl)cn2)c1	i	i	i	i	i	i	i	i	i	i	i
CCOc1cc(S(=O)(=O)NCc2ccco2)c(OCC)cc1-n1cnnn1	i	i	i	i	i	i	i	i	i	i	i
COCCn1c(=S)[nH]c2cc(C(=O)N3CCC(C(N)=O)(N4CCCCC4)CC3)ccc2c1=O	·	i	i	i	·	·	i	i	·	·	·
CC1Cc2ccccc2N1c1ncnc2c1nnn2Cc1ccccc1 (stereo not given)	i	i	i	i	i	i	i	i	i	i	i
CCCOc1ccc(/C=N/NC(=O)c2ccc(Cn3cc([N+](=O)[O-])cn3)o2)cc1	i	i	i	i	i	i	i	i	i	i	i
COc1cccc(NC(=O)CN(C)C(=O)c2cc3c(s2)CCC3)c1	i	i	i	i	i	i	·	i	i	i	i
O=C(O)c1cccc2[nH]c(C(F)(F)F)nc12	i	i	i	i	i	i	i	i	i	i	i
CCOc1ccc(C2CC(=O)c3c([nH]c(C(=O)OC)c3C)C2)cc1OC (stereo not given)	i	i	i	i	i	i	i	i	i	i	i
COc1cc(/C=C2\C(=N)N3N=C(C)SC3=NC2=O)cc(Cl)c1OCCOc1ccc(NC(C)=O)cc1	i	i	7.61*	i	i	i	i	i	i	i	i

Reprinted from the part before: four compounds, then new ones.
SMILES	TRPC6 activator	TMEM16A inh	MrgX1 PAM	MrgX1 agonist	TRPC4 inh	TRPC6 inh	TMEM16A act	MrgX1 antag	RGS4 inh	TRPC4 agonist	TRPC4 potent
COc1cccc(NC(=O)CN(C)C(=O)c2cc3c(s2)CCC3)c1	i	i	i	i	i	i	·	i	i	i	i
O=C(O)c1cccc2[nH]c(C(F)(F)F)nc12	i	i	i	i	i	i	i	i	i	i	i
CCOc1ccc(C2CC(=O)c3c([nH]c(C(=O)OC)c3C)C2)cc1OC (stereo not given)	i	i	i	i	i	i	i	i	i	i	i
COc1cc(/C=C2\C(=N)N3N=C(C)SC3=NC2=O)cc(Cl)c1OCCOc1ccc(NC(C)=O)cc1	i	i	7.61*	i	i	i	i	i	i	i	i
O=C(Cn1nc(Cc2cccnc2)c2ccccc2c1=O)Nc1cccnc1Cl	i	i	i	i	i	i	i	i	i	i	i
CCOc1ccc(S(=O)(=O)N2CCCCC2)cc1NC(=O)C1CCC1	i	i	i	i	i	i	i	i	i	i	i
CCN1C(=O)/C(=C\N(C)C)S/C1=N\S(=O)(=O)c1ccccc1	i	i	10.4*	i	i	i	i	i	i	i	i
O=C(c1cc2cc(Br)ccc2o1)N1CCN(c2ccccc2)CC1	i	i	i	i	i	i	i	i	i	i	i
CC(C)(C)CN1CCNC(=O)C1CC(=O)NCCc1cnn(-c2ccccc2)c1 (stereo not given)	i	i	i	i	i	i	i	i	i	i	i
CCOC(=O)CSc1nc2c(c(=O)n1-c1ccc(OCC)cc1)SCC2	i	i	i	i	i	i	i	i	i	i	i
Cc1c(C(=O)NCCc2ccc(Cl)cc2)sc2nc3n(c(=O)c12)CCC3	i	i	i	i	i	i	i	i	i	i	i
COC(=O)c1ccccc1OC(=O)c1ccc(Br)o1	i	i	i	i	i	i	i	i	i	i	i
Cc1cc(NC(=O)CSc2c(C)[nH]c3ccccc23)no1	i	i	i	i	i	i	i	i	i	i	i
CCN1CCN(c2nc(Nc3cccc(F)c3)nc(N)c2[N+](=O)[O-])CC1	i	i	i	i	i	i	i	i	i	i	i
CCOC(=O)c1ccc(NC(=O)CN(C)S(=O)(=O)c2ccc(Br)s2)cc1	i	i	i	i	i	i	i	i	i	i	i
COc1ccc(NC(=O)CO/N=C2\CCCc3nonc32)cc1	i	i	i	i	i	i	i	i	i	i	i
CC(=O)Nc1ccc(C2(c3ccc(NC(C)=O)cc3)C(=O)Nc3ccccc32)cc1	i	i	i	i	-7*	i	i	i	i	58*	i
CN(C)c1nc(-c2ccccc2)ns1	i	i	i	i	i	i	i	i	i	i	i
CCc1nc(CNC(=O)c2cc(OC)c(OC)c(OC)c2)no1	i	i	i	i	i	i	i	i	i	i	i
Cc1ccc(C)c(S(=O)(=O)Nc2ccc(C(=O)NCCCN3CCCC3=O)cc2)c1	i	i	i	i	i	i	i	i	i	i	i
CCOC(=O)c1sc2nc3c(SCCC#N)cc(C(=O)c4cc(F)ccc4O)cn3c(=O)c2c1C	i	i	i	i	i	i	i	i	i	i	i
